RORgamma inh: inhibitors of mouse ROR gamma transcriptional activity. P51450. Drosophila S2 Gal4-RORgamma UAS-luciferase reporter, 20 h. AID 2551. 310,000 tested, 5.4% active. Potency, µM (top dose mostly 53.6 µM), for the others: at the top dose activity change, negative = inhibition, usual class: inhibitors; note: % is set by controls: 0 for no effect and ±100 for the full control effect; nearly all actives have a fitted effect of over 60% in size
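Compounds are pin-transferred onto Drosophila Schneider cells expressing a copper-inducible Gal4–ROR gamma transactivation domain fusion. After 1 hr, copper sulfate is added to 700 uM final; luciferase is read 20 hr later.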
MBNL1 CUG block: blocks human MBNL1 binding to CUG repeat RNA; AID 2675; 280,000 tested, 0.036% active; TR-FRET MBNL1-His/biotin-(CUG)12 binding, 665/545 ratio; Q9NR56; Potency, µM (series often up to 57.5 µM), for the others: at the top dose activity change, negative = inhibition, most hits filed as inhibitors; active = well fitted inhibition curve with a large enough effect in the signal ratio, with a control signal flat, not every such curve was filed as active; inconclusive = small, poorly fitted or top-dose-only effect, or effect the other way, or a change in a side signal; inactive = no such curve, though single readings can be large or run the other way; the % refers to the signal ratio; note: % is set by controls: 0 for no effect and ±100 for the full control effect
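TR-FRET between His-tagged MBNL1 and biotin-(CUG)12 RNA, detected with Tb anti-His antibody (0.055 ng/ul) and streptavidin-XL665 (5 nM), 60 min at room temperature. Compounds titrated 92 nM to 58 uM; 665/545 nm ratio normalized to buffer and complex controls.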
FLuc counter: firefly luciferase modulation, counter-screen for miR-21 project; purified FLuc, Km substrates, luminescence inhibition; 360,000 tested, 6.9% active; P08659; AID 588342; Potency, µM (top dose mostly 57.5 µM), for inactives: at the top dose activity change, negative = inhibition, usual class: inhibitors;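 note: plate controls were vehicle for no effect and reference inhibitor for full effect; nearly all actives have a fitted effect of over 55% in size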
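Purified P. pyralis luciferase (10nM final) with 10uM D-luciferin and 10uM ATP (Km levels) in 50mM Tris acetate pH 7.5, 10mM Mg acetate, 0.01% Tween-20, 0.05% BSA; qHTS 6-point titration, ~60 µM downward; luminescence read.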
VP16 counter: inhibits Gal4-VP16 luciferase reporter, ROR gamma counter-screen; Drosophila S2 Gal4-VP16 UAS-luciferase, luminescence, 20 h; Potency, µM (top dose mostly 53.6 µM), without a hit: at the top dose activity, negative = inhibition, most hits filed as inhibitors; 310,000 tested, 3.5% active;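 note: Gal4-VP16 expression switched on by copper sulfate through the metallothionein promoter; % is set by controls: 0 for no effect and ±100 for the full control effect; nearly all actives have a fitted effect of over 50% in size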
p53 reactivator: restores transcriptional activity of mutant p53. 320,000 tested, 0.063% active. AID 504706. Potency, µM (titrated, usually from 92.2 µM), for inactives: at the highest dose activity change, positive = activation, actives largely listed as activators. H1299 p53-A138V BP100-luciferase reporter, luminescence, 24 h; note: % of control where 0% means no effect; nearly all actives have a fitted effect of over 45% in size
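H1299 (p53-null), stable ts p53-A138V + BP100-Luc; 1000 cells/well, Opti-MEM/10% FBS; cpd 4 pt, 1:5; 24 h, 37 deg C, 5% CO2; detection reagent 10 min RT; luminescence.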
BRCA1 expr up: increases BRCA1 expression | MCF7-BRCA1-FFLuc reporter, luminescence, 48 h; response scale: scaled: vehicle 0%, 10 µM genistein 100% | 380,000 tested, 1.1% active | AID 624202 | Potency, µM (top dose mostly 46.1 µM), inactives show at the highest dose activation, usual class: activators; note: nearly all actives have a fitted effect of over 80% in size; some results filed as inactive show a strong effect at the top dose
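MCF7-BRCA1-FFLuc, 2000 cells/well; 2 h attach, 37 °C/5% CO2; compound 48 h; luciferase substrate 15 min; luminescence end-point. Norm. to genistein 10 microM max activation and DMSO; concentration-response curves fitted.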
CXXC DNA block: MLL CXXC-DNA interaction inhibition. MLL-CXXC / FITC-HOXA9 DNA fluorescence polarization. Potency, µM (doses to about 115 µM), inactives show top-dose activity change, negative = inhibition, hits mostly inhibitors. 290,000 tested, 0.037% active; active = well fitted inhibition curve with a large enough effect in the polarisation, with a control signal flat, not every such curve was filed as active; inconclusive = small, poorly fitted or top-dose-only effect, or effect the other way, or a change in a side signal; inactive = no such curve, though single readings can be large or run the other way; the % refers to the polarisation
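Fluorescence polarization: 7 uM MLL-CXXC (stock) preincubated 5 min with compounds, then 50 nM fluorescein-HOX-A9 DNA (stock) added; 30 min ambient. Buffer 50 mM Tris-HCl pH 7.5, 50 mM NaCl, 1 mM DTT, 0.05% BSA.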
uPA generation: cell surface uPA generation inhibition; cell surface uPA generation assay, qHTS; Potency, µM (highest dose often 38.3 µM), for the others: at the top dose activity change, negative = inhibition, actives largely listed as inhibitors; 330,000 tested, 0.31% active; AID 540303; active = well fitted inhibition curve with a large enough effect; inconclusive = small, poorly fitted or top-dose-only effect; inactive = no such curve, though single readings can be large or run the other way; tested in mouse RAW 264.7 cells; note: % is set by controls: 0 for no effect and ±100 for the full control effect; nearly all actives have a fitted effect of over 55% in size
NPC1 promoter act: activators of NPC1 promoter; Potency, µM (top dose mostly 9.22 µM), for inactives: at the top dose activation, actives largely listed as activators; 320,000 tested, 2.4% active; Huh7 NPC1 promoter luciferase reporter, 24 h;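 note: % of control where 0% means no effect; nearly all actives have a fitted effect of over 60% in size; reporter is driven by a mutant NPC1 promoter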
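Cells: Huh7 expressing luciferase under the NPC1 promoter, 1500/well. Seeded 2 h, compound added, incubated 24 h at 37 °C. Luciferase reagent, 10 min ambient, then luminescence.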
Rab9 promoter act: Rab9 promoter activation | Huh7 Rab9 promoter-luciferase reporter, luminescence, 24 h | Potency, µM (highest dose often 9.22 µM), inactives show at the highest dose activation, negative = inhibition, actives largely listed as activators | 320,000 tested, 2.8% active | AID 485297; note: % of control where 0% means no effect; nearly all actives have a fitted effect of over 60% in size
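Stable Rab9-luc Huh7, 1500 cells/well, 2 h settle; cmpd in DMSO, 24 h, 37 °C/5% CO2; luciferase reagent 10 min RT; luminescence.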
ELG1 genotoxic: induces genotoxicity in HEK293T cells with luciferase-tagged ELG1; HEK293T ELG1-luciferase reporter, luminescence, 16 h; Potency, µM (highest dose often 46 µM), without a hit: top-dose activity change, positive = activation, most hits filed as activators; 330,000 tested, 1.3% active; note: % of control where 0% means no effect; nearly all actives have a fitted effect of over 60% in size
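DMSO vehicle served as control against compound-treated ELG1-luciferase HEK293T cells; exposure lasted 16 hr at 37 °C and 5% CO2, followed by ONE-Glo luminescence detection after 30 min.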
An asterisk follows results filed as active; ? = inconclusive; . = not tested or not shown; & = joins results of further samples; [ ] = another dose, or the depositor's remark. Unless noted, calls come from the whole dose curve; as a rule, active = well fitted curve in the direction sought with a large enough effect; inconclusive = small, poorly fitted or top-dose-only effect, or another doubt; inactive = no such curve, though single readings can be large; an effect the other way counts as inactive or inconclusive. Potency is the fitted concentration of half-maximal effect. An excerpt; rates above refer to the full screens.

SMILES	RORgamma inh	MBNL1 CUG block	FLuc counter	VP16 counter	p53 reactivator	BRCA1 expr up	CXXC DNA block	uPA generation	NPC1 promoter act	Rab9 promoter act	ELG1 genotoxic
COc1ccc2[nH]c(=O)c(CN(C(C)=O)c3ccc(C)cc3C)cc2c1	14%	7%	5%	1%	.	-2%	-1%	2%	-4%	-1%	0%
C=CCNCCCCOc1ccccc1	1%	?	6%	1%	-3%	?	-2%	1%	-4%	-3%	2%
CCN(C(=O)CSc1nnc(Cc2ccccc2F)n1N)C1CCS(=O)(=O)C1 (configuration not stated)	0%	-4%	-1%	1%	-3%	3%	19%	5%	-1%	-1%	0%
Cc1cc(C)n(-c2ncnc3ccccc23)n1	-1%	-1%	2%	5%	0%	-20%	1%	7%	0%	-4%	0%
CCOc1cccc(C(=O)Nc2nccs2)c1	?	15%	15µM*	?	25%	?	-13%	-5%	?	?	?
COc1ccc(/C=C2\SC(=S)N(C(Cc3ccccc3)C(=O)O)C2=O)cc1 (configuration not stated)	39%	-1%	?	2%	-4%	-37%	-6%	1%	0%	-4%	-2%
COc1cccc(CNC(=O)COC(=O)c2cccc(S(=O)(=O)N3CCN(C(C)=O)CC3)c2)c1	.	.	-1%	.	15%	-4%	.	-4%	-3%	-6%	1%
NC(=O)c1ccsc1NC(=O)COC(=O)C1CCCN1C(=O)c1cccs1 (configuration not stated)	4%	-2%	-2%	-23%	-1%	10%	-3%	-3%	-22%	7%	0%
COCCNc1nnc(SCC(=O)NC2CCCCC2)s1	.	.	-1%	.	-3%	6%	.	0%	0%	-3%	-1%
COc1ccc(N2C(=O)C3C4C=CC(CC4)C3C2=O)c([N+](=O)[O-])c1 (configuration not stated)	-2%	?	-10%	-4%	-6%	-13%	20%	-17%	-1%	-6%	1%
O=C(NNC(=O)C1C2C=CC(C2)C1C(=O)O)c1ccccc1 (configuration not stated)	-34%	-1%	4%	-15%	?	41%	10%	0%	4%	-5%	10%
COc1ccc(N2CCN(c3nc(-c4cccs4)nc4ccccc34)CC2)cc1	0%	7%	-4%	2%	4%	-42%	-3%	3%	-1%	1%	-13%
COc1ccc(-c2nnc(SCC(=O)Nc3ncc(C(F)(F)F)cc3Cl)n2CC(C)C)cc1	-42%	-10%	3%	-16%	-4%	-3%	6%	-2%	-1%	-8%	0%
COc1ccccc1NC(=O)COC(=O)c1cc(C)nc2ccccc12	.	.	3%	.	-3%	-16%	.	3%	-5%	0%	1%
Cc1ccc2nc(Cl)c(CNCc3ccccc3)cc2c1	?	2%	-2%	-11%	1%	?	-10%	-5%	-3%	1%	-3%
Nc1ccc2nc(-c3cccs3)[nH]c2c1	?	12%	11µM*	14%	?	94%	-4%	-24%	?	2.5µM*	?
Cc1ccc(CN(C)C(=O)c2ccccc2Sc2ccccc2C#N)cc1	-2%	?	0%	3%	-4%	-29%	-5%	-1%	-1%	6%	1%
NS(=O)(=O)c1ccc(CNC(=O)C2(c3ccc(Cl)cc3)CC2)cc1	31%	-4%	6%	5%	-3%	3%	19%	-1%	1%	3%	-4%
Cn1c(SCC(=O)Nc2ccc(N3CCOCC3)cc2)nnc1C1CC1	.	.	?	.	2%	0%	.	-4%	0%	-4%	-1%
COc1ccc(C(NC(=O)C(C)C)c2ccc3cccnc3c2O)cc1 (configuration not stated)	2.2µM*	13%	1%	6.3µM*	20%	-82%	-2%	7%	-29%	-29%	5%
CCOC(=O)c1nn(-c2ccc(F)cc2)c(=O)cc1OCC(=O)Nc1ccc(F)c(F)c1	.	.	2%	.	6%	11%	.	6%	-9%	-1%	6%
Cc1ccc(SCCCCN2CCOCC2)cc1	-39%	1%	-10%	1%	?	36%	18%	-3%	-2%	15%	6%
COc1cccc(OCC(O)CN2CCC(Cc3ccccc3)CC2)c1 (configuration not stated)	14%	-3%	1%	3%	-1%	-27%	7%	13%	2%	-8%	-2%
Cc1ccc(NC(=O)NNC(=O)COc2ccc([N+](=O)[O-])cc2)cc1C	22%	11%	0%	7%	4%	-19%	?	?	-6%	1%	4%
CCNC(=O)NC(=O)CN(C)c1ccccc1	-9%	-3%	0%	2%	-1%	16%	-2%	3%	-2%	0%	-1%

Further compounds follow:
SMILES	RORgamma inh	MBNL1 CUG block	FLuc counter	VP16 counter	p53 reactivator	BRCA1 expr up	CXXC DNA block	uPA generation	NPC1 promoter act	Rab9 promoter act	ELG1 genotoxic
CCOc1cc(C2C3=C(CC(C)(C)CC3=O)N(CCOC)C3=C2C(=O)CC(C)(C)C3)ccc1O	30%	-2%	4%	14%	19%	0%	7%	-16%	0%	1%	2%
CC(C)CNC(=O)c1cc(-c2ccc3c(c2)OCO3)on1	-42%	0%	1.9µM*	?	18%	115%	-4%	-4%	0.56µM*	0.5µM*	?
Cn1c(=NC(=O)COc2ccccc2)sc2cccc(F)c21	40%	11%	?	?	11%	74%	10%	-7%	3.5µM*	1.8µM*	?
C[C@@H](C(=O)NCC1CC1)[C@@H]1C[C@@]1(C)[C@@H](NC(=O)OCc1ccccc1)c1ccccc1	?	-1%	0%	0%&6%	-5%	-17%	-5%	6%	-2%	-4%	0%
Cc1cc(NC(=O)c2ccc3c(c2)OCO3)ccc1NC(=O)c1ccccc1	23%	-2%	?	11%	3%	9%	22%	-2%	15%	14%	?
Cc1ccc(NS(=O)(=O)c2ccc(N/N=C/c3ccncc3)c([N+](=O)[O-])c2)c(C)c1	1%	12%	6%	-28%	-5%	-4%	10%	-5%	-4%	-18%	0%
COC(=NC(C)C)NC(C)C	15%	-19%	9%	5%	0%	-8%	15%	5%	1%	-1%	3%
CCS(=O)(=O)N1Cc2ccccc2CC1C(=O)Nc1ccccc1OC (configuration not stated)	-4%	2%	6%	5%	-2%	-9%	5%	-4%	4%	13%	4%
Cc1ccc(C)c(NS(=O)(=O)c2ccc(-c3cnc(C4CC4)o3)cc2)c1	?	1%	2%	-11%	-4%	-63%	1%	-82%	-16%	-31%[inhibitor]	?
N/C(=N\OC(=O)CCCc1ccccc1)c1cccc([N+](=O)[O-])c1	4%	?	?	4%	20%	5%	59%[activator]	3%	-1%	0%	0%
Cc1cc(C)cc(-n2cccc2/C=C2/C(=N)N3C(=NC2=O)SN=C3S(C)(=O)=O)c1	0%	14%	13µM*	-13%	1%	-77%	-6%	5%	-6%	3%	-3%
CCOc1ccc(OCC)c(NC(=O)C2CCN(S(=O)(=O)c3c(C)noc3C)CC2)c1	0%	-4%	-1%	-12%	-5%	-15%	5%	-2%	0%	1%	-4%
Cn1nnnc1SCC(=O)NCc1ccccc1	-2%	-5%	0%	8%	18%	-3%	-5%	1%	0%	-1%	1%
O=S(=O)(N/N=C/c1c(F)cccc1Cl)c1ccccc1	15%	-14%	-6%	?	1%	-9%	-9%	-8%	0%	-5%	-4%
COc1ccc(CCNC(=O)C(C(=O)c2ccccc2)n2ccccc2=O)cc1OC (configuration not stated)	-11%	-22%	-3%	-9%	-8%	-8%	2%	-1%	2%	-2%	-1%
CN(C)c1ccc(N2C(=O)CC(Sc3ccccc3C(=O)O)C2=O)cc1 (configuration not stated)	?	-7%	-6%	16µM*	2%	-51%	-2%	-3%	0%	-5%	-1%
CCCn1c(SCC(=O)Nc2nnc(C(C)C)s2)nc2c1c(=O)n(C)c(=O)n2C	35%	3%	4%	-2%	-7%	14%	41%[activator]	.	0%	-3%	-2%
O=C(CC(=O)NCc1ccc(Cl)cc1)NCc1ccc(Cl)cc1	8%	5%	0%	-1%	3%	-17%	10%	2%	2%	-3%	4%
CC1CC(CC(C)C(=O)NC(=S)Nc2ccc(S(N)(=O)=O)cc2)C(=O)O1 (configuration not stated)	-6%	1%	-1%	-4%	0%	-9%	-3%	2%	-2%	1%	1%
COc1cc(C(=S)N2CCC(C)CC2)ccc1O	-17%	0%	5%	?	0%	2%	-3%	3%	1%	-1%	-7%
Cc1noc(/C=C/N(C)C)c1S(=O)(=O)N1CCCC(C(=O)NCc2ccc(F)cc2)C1 (configuration not stated)	4%	-20%	9%	-4%	2%	.	0%	.	1%	-8%	3%
CCc1cccc(NC(=O)COC(=O)c2cc([N+](=O)[O-])ccc2N2CCOCC2)c1	.	.	9%	.	-12%	-25%	.	?	0%	3%	-3%
CCc1ccccc1NC(=S)N(CCN(C)C)C(C)c1ccco1 (configuration not stated)	?	-9%	-1%	-12%	0%	-1%	3%	2%	-13%	-3%	1%
